Screens as filed in PubChem BioAssay.
ASM inhibitor – inhibitors of human secretory acid sphingomyelinase; P17405; placental ASM, HMU-PC fluorogenic substrate, 60 min; Potency, µM (top dose mostly 57.5 µM), for the others: at the highest dose activity change, negative = inhibition, hits mostly inhibitors; 0.006% of 340,000 active; note: potency is the fitted concentration of half-maximal effect
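Human placenta-derived ASM preincubated with compound 10 min at room temperature, then reacted with 9 uM (final) fluorogenic HMU-PC substrate for 60 min at 37 C. Stop solution raises pH to 10; fluorescence read at Ex 386/Em 447 nm.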
KCNH2 3.1 inh – inhibitors of human KCNH2 3.1 potassium channel isoform. U2OS KCNH2 3.1, thallium flux FluxOr; active compounds read low. activity change, % (tested at about 1.8 µM). 0.95% of 340,000 active;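 active = maximum activity change below -70%; inconclusive = maximum activity change from -70% to -50%; inactive = maximum activity change above -50%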;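 note: thallium influx rate constant from kinetic fluorescence after stimulation buffer; % is set by controls: 0 for no effect and ±100 for the full control effect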
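Thallium flux via FluxOr fluorescence (Red40 quencher, 45 min loading) in U2OS cells virally expressing the KCNH2 3.1 isoform (1.77 x 10^8 /mL virus, overnight at 37 C). Rate constants from 2-min kinetic reads post-stimulation, normalised to positive and negative controls.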
GALK inh – galactokinase (human) inhibition. Potency, µM (top dose mostly 57.5 µM), without a hit: at the highest dose activity change, negative = inhibition, hits mostly inhibitors. Purified GALK, Kinase-Glo residual ATP luminescence. AID 1868. 0.007% of 270,000 active. P51570; note: potency is the fitted concentration of half-maximal effect; % is set by controls: 0 for no effect and ±100 for the full control effect
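The enzyme phosphorylates galactose (100 uM) using ATP (35 uM); inhibition is detected as higher residual ATP, quantified by bioluminescence after 1 h reaction at room temperature, pH 8.0.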
TRPV1 agonist – activates the human vanilloid receptor TRPV1. TRPV1-expressing cells, Fluo-8 calcium influx, agonist mode. activation, % at 8.33 µM. 0.19% of 320,000 active. Q8NER1; in the data active = activation above about 80%; inconclusive = between about 30% and that limit; note: 0% is about no effect
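Cells expressing TRPV1 were dye-loaded with Fluo-8 and read kinetically: 10 s baseline, 3 min after compound (agonist portion), then 2 min after EC20 capsaicin (allosteric enhancer portion). Calcium-bound dye fluorescence at 480/520 nm.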
Integrin act MD – activators of alpha7 integrin expression for muscular dystrophy. alpha7betagal myoblasts, beta-gal FDG fluorescence, 48 h. Potency, µM (top dose mostly 38.3 µM), for the others: top-dose activation, hits mostly activators. 0.064% of 350,000 active;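 note: potency is the fitted concentration of half-maximal effect; 100% = response of the positive control SU9516; nearly all actives have a fitted effect of over 60% in size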
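alpha7betagal+/- myoblasts (passage 13, 250/well) treated 48 h at 37C with compounds at 1:260 dilution of DMSO stock. Lysed, then beta-galactosidase activity read as FDG fluorescence (ex 480/em 540) after 30 min, with pre-read for autofluorescence.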
AT treatment – candidate therapy for ataxia-telangiectasia. […] A-T fibroblasts, KAP-1 phosphorylation AlphaLISA; neocarzinostatin DNA damage 30 min before lysis. Potency, µM (top dose mostly 57.5 µM), for inactives: at the top dose activation, most hits filed as activators. 0.19% of 320,000 active. AID 485349; note: potency is the fitted concentration of half-maximal effect; % of control where 0% means no effect; nearly all actives have a fitted effect of over 45% in size
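ATM-like activity read as KAP-1 phosphorylation via AlphaLISA donor/acceptor antibody pairs after lysis and 6 hr at 25C. Cells were ATM-null patient fibroblasts ([…], hTERT), dosed 60 min, then exposed to the DSB inducer NCS for 30 min.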
MBNL1 CUG block – inhibitors of human MBNL1 binding to CUG repeat RNA | TR-FRET MBNL1-His/biotin-(CUG)12 binding, 665/545 ratio | Potency, µM (doses to about 57.5 µM), inactives show at the highest dose activity change, negative = inhibition, most hits filed as inhibitors | 0.036% of 280,000 active; active = well fitted inhibition curve with a large enough effect in the signal ratio, with a control signal flat, not every such curve was filed as active; inconclusive = small, poorly fitted or top-dose-only effect, or effect the other way, or a change in a side signal; inactive = no such curve, though single readings can be large or run the other way; the % refers to the signal ratio; note: potency is the fitted concentration of half-maximal effect; % is set by controls: 0 for no effect and ±100 for the full control effect
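Inhibition of protein-RNA binding appears as loss of TR-FRET between terbium anti-His antibody on MBNL1-His and streptavidin-XL665 on biotin-(CUG)12. Activity is normalized to buffer-only and uninhibited-complex controls.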
Coupling enz – inhibits coupling enzyme system, counter-screen for aldolase hits. coupling enzyme system counterscreen, AmpLite Red fluorescence. activity change, negative = inhibition, % at 58.2 µM, hits read low. 0.67% of 290,000 active. AID 2472; in the data active = activity change below about -30%; note: % is set by controls: 0 for no effect and ±100 for the full control effect
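Fluorescence at 525 nm excitation and 598 nm emission measured inhibition of the coupled detection system without aldolase. Compounds (at 57.5 uM final) were preincubated 10 min at room temperature with coupling enzyme reagent before a 20 min substrate/AmpLite Red step.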
KCNH2 WT inh – inhibitors of human wildtype KCNH2 potassium channel. U2OS, BacMam KCNH2, thallium flux FluxOr; active compounds read low. activity change, % at 1.84 µM. 0.37% of 340,000 active;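 active = maximum activity change below -70%; inconclusive = maximum activity change between -70% and -50%; inactive = maximum activity change above -50%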; note: % is set by controls: 0 for no effect and ±100 for the full control effect
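U2OS cells transduced with wild-type KCNH2 virus are loaded with FluxOr dye for 45 min, and thallium flux is measured in kinetic reads before and after stimulation buffer. Rate constants are normalized to DMSO controls.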
CXXC DNA block – MLL CXXC-DNA interaction inhibition | Potency, µM (series often up to 115 µM), for inactives: at the highest dose activity change, negative = inhibition, actives largely listed as inhibitors | Q03164 | MLL-CXXC / FITC-HOXA9 DNA fluorescence polarization | 0.037% of 290,000 active; active = well fitted inhibition curve with a large enough effect in the polarisation, with a control signal flat, not every such curve was filed as active; inconclusive = small, poorly fitted or top-dose-only effect, or effect the other way, or a change in a side signal; inactive = no such curve, though single readings can be large or run the other way; the % refers to the polarisation; note: potency is the fitted concentration of half-maximal effect
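Fluorescence polarization: 7 uM MLL-CXXC (stock) preincubated 5 min with compounds, then 50 nM fluorescein-HOX-A9 DNA (stock) added; 30 min ambient. Buffer 50 mM Tris-HCl pH 7.5, 50 mM NaCl, 1 mM DTT, 0.05% BSA.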
Numbers without * were called inactive; u = inconclusive; x = not tested or not shown; [ ] = remark or other dose. Unless noted, calls come from the whole dose curve; as a rule, active = well fitted curve in the direction sought with a large enough effect; inconclusive = small, poorly fitted or top-dose-only effect, or another doubt; inactive = no such curve, though single readings can be large; an effect the other way counts as inactive or inconclusive.

SMILES	ASM inhibitor	KCNH2 3.1 inh	GALK inh	TRPV1 agonist	Integrin act MD	AT treatment	MBNL1 CUG block	Coupling enz	KCNH2 WT inh	CXXC DNA block
CCN(C(=O)CSc1nc2ccccc2o1)C1CCS(=O)(=O)C1 (configuration not stated)	-1%	-9	x	-1	2%	4%	x	x	-12	x
CC(Sc1ncccn1)C(=O)NC1(C#N)CCCCC1 (configuration not stated)	4%	u	x	-1	8%	5%	x	x	2	x
COC(=O)C1CCN(C(=O)c2ccccc2NC(C)=O)CC1	4%	4	1%	4	-25%	-5%	-3%	6	0	0%
CC(=O)n1nc(-c2cccc(C)c2)nc1SCC(=O)Nc1ccccc1	1%	1	1%	13	10%	-2%	-7%	-1	-5	15%
C=CCn1c(-c2ccccc2)nc2nc3ccccc3nc21	87%[activator]	1	11%	4	-16%	0%	u	4	3	-2%
O=P1(c2ccccc2)C=Cn2c1cc1c2CCCC1 (configuration not stated)	5%	-4	-1%	2	0%	4%	10%	0	20	0%
COc1cc2c(cc1OC)C(=Cc1ccc(N(C)C)cc1)C=C2	-18%	-18	x	x	5%	x	x	x	-6	x
Cc1ccc(C(=O)CC2(O)C(=O)N(Cc3ccc4c(c3)OCO4)c3ccccc32)cc1 (configuration not stated)	-5%	2	5%	2	13%	-5%	1%	-1	2	7%
CC(=O)N1CCc2cc(Br)cc(S(=O)(=O)NCCCN(C)Cc3ccccc3)c21	11%	1	16%	1	-32%[inhibitor]	2%	u	0	1	-10%
O=C(NNc1ccccc1[N+](=O)[O-])NC1CCCCC1	5%	-9	0%	0	6%	-3%	u	-11	-2	-2%
Cc1ccc(C)c(Cn2nnc3c(=O)[nH]c(C4CCCN(S(=O)(=O)Cc5ccccc5)C4)nc32)c1 (configuration not stated)	-4%	8	0%	0	5%	14%	-6%	-4	2	-8%
COc1ccccc1C(=O)Nc1ccccc1SC	-1%	5	-2%	5	35%	5%	8%	1	-28	14%
CN(C)S(=O)(=O)c1ccc(Cl)c(C(=O)OCC(=O)c2ccco2)c1	1%	6	x	x	16%	2%	x	x	-2	x
Cc1c(C=NNc2ccccc2)[nH]c(=O)[nH]c1=O	-3%	-8	x	x	39%	x	x	x	-2	x
COc1cc(-c2nc(CN(C)C(C)c3ccncn3)c(C)o2)ccc1F (configuration not stated)	1%	-11	1%	3	-7%	7%	-5%	-1	2	-6%
COc1ccc(S(=O)(=O)n2cccc2)cc1OC	10%	-12	2%	-6	-15%	-1%	23%	-3	-5	-1%
Cc1ccc2c(Cl)cc(Cl)c(OCC(=O)NC(C)(C)C)c2n1	-4%	9	1%	24	-15%	17%	3%	-2	3	u
COc1ccc2c(c1)C=C(CN1CCN(Cc3ccccc3C)C(CCO)C1)CO2 (configuration not stated)	3%	-28	0%	6	-50%	5%	10%	0	6	2%
O=C(COC(=O)c1cccc(F)c1)Nc1ccc(Cl)cn1	3%	-14	x	x	-2%	6%	x	x	-8	x
C[C@H](N)c1nnc(SCc2c(Cl)cccc2Cl)o1	2%	0	-2%	2	8%	-3%	-23%	0	3	4%
Cc1ccc(OC(C)C(=O)N(C)c2ccccc2)c([N+](=O)[O-])n1 (configuration not stated)	0%	-8	x	2	-20%	-3%	x	x	6	x
Cc1cccc(NC(=O)CS(=O)(=O)c2c[nH]c3ccccc23)c1C	-2%	-9	-2%	2	-7%	-3%	-3%	1	4	-2%
O=C(CC1SC(=Nc2ccc(OC(F)F)cc2)N(CCN2CCOCC2)C1=O)Nc1ccccc1 (configuration not stated)	-1%	-41	-3%	21	5%	7%	-6%	0	-20	2%
O=S(=O)(c1ccccc1)N(CC1CO1)c1cc(Cl)ccc1Cl (configuration not stated)	-1%[11.5 µM]	-9	-4%	7	-39%	-4%	-2%	3	2	26%
COc1ccc(/C=C(\NC(=O)c2ccccc2)C(=O)NCc2cccnc2)cc1	1%	0	0%	1	16%	12%	0%	1	18	-11%
O=C(Nc1cccc(-n2cnnn2)c1)c1cccc(Cl)c1	2%	-47	-3%	u	-7%	4%	8%	-1	9	0%
Cc1ccc(NC(=O)CCC(=O)OCC(F)(F)C(F)F)cc1	5%	0	1%	2	0%	2%	5%	3	0	0%
CC[C@]12c3[nH]c4ccc(OC)cc4c3CCN1C(=O)C(CC(=O)NCCCN(C)C)C[C@@H]2C(=O)N1CCN(C(=O)C2CC2)CC1 (some centres not stated)	3%	16	x	x	3%	12%	x	x	-9	x
Cc1nn(CSc2c(F)c(F)c(F)c(F)c2F)c(C)c1[N+](=O)[O-]	-4%	-9	x	2	0%	-6%	x	x	5	x
CCN(CC)S(=O)(=O)c1ccc(N2CCOCC2)c(NS(=O)(=O)c2ccc(C)cc2)c1	3%	20	1%	25	14%	0%	-12%	8	1	2%
CC12CCC(C(=O)NCCN3CCCCC3)(CC1=O)C2(C)C (configuration not stated)	2%	-16	1%	-3	16%	4%	-2%	1	-9	6%
COc1ccc(OC)c(NC(=O)/C=C/c2ccc(S(=O)(=O)N3CCOCC3)cc2)c1	-11%	14	x	-1	10%	-10%	x	x	7	x
CCCC(c1nnnn1C(C)(C)C)N1CCN(c2ccccc2)CC1 (configuration not stated)	3%	0	-3%	15	-4%	-2%[11.5 µM]	-8%	2	-9	-1%
COCCNC(=O)C(OC(=O)c1ccco1)c1ccccc1OC (configuration not stated)	1%	2	0%	0	-2%	1%	-14%	2	2	8%
CC1=C(CC(=O)c2ccc(Cl)cc2)C(=O)c2ccccc2C1=O	-13%	8	-3%	x	-64%[inhibitor]	28%	u	-40*	13	-2%
CCOC(=O)C(C)(C)C(=O)C(C)(C)C(O)c1ccccn1 (configuration not stated)	0%	7	2%	-2	-6%[7.66 µM]	6%	-4%	3	-4	-3%

The list goes on; it opens with the three that closed the last part.
SMILES	ASM inhibitor	KCNH2 3.1 inh	GALK inh	TRPV1 agonist	Integrin act MD	AT treatment	MBNL1 CUG block	Coupling enz	KCNH2 WT inh	CXXC DNA block
COCCNC(=O)C(OC(=O)c1ccco1)c1ccccc1OC (configuration not stated)	1%	2	0%	0	-2%	1%	-14%	2	2	8%
CC1=C(CC(=O)c2ccc(Cl)cc2)C(=O)c2ccccc2C1=O	-13%	8	-3%	x	-64%[inhibitor]	28%	u	-40*	13	-2%
CCOC(=O)C(C)(C)C(=O)C(C)(C)C(O)c1ccccn1 (configuration not stated)	0%	7	2%	-2	-6%[7.66 µM]	6%	-4%	3	-4	-3%
CC(C)C(C)(C#N)NC(=O)CSc1nnc(C(F)(F)F)n1C (configuration not stated)	-3%	-40	0%	5	27%	x	-6%	4	11	7%
Cc1nonc1NC(=O)Nc1cccnc1	-3%	6	0%	-1	1%	0%	-4%	3	-8	0%
Cc1c(C(=O)N(C)C2CC(C)(C)NC(C)(C)C2)oc2c(F)cccc12	-3%	4	3%	0	0%	7%	0%	-1	-8	-11%
Cc1ccc(SCCC(=O)NCc2ccncc2)cc1	2%	3	3%	u	20%	5%	-4%	1	-10	13%
O=C1CCc2cc(S(=O)(=O)N3CCN(c4ccc(F)cc4)CC3)cc3c2N1CC3	3%	-10	x	0	9%	-6%	x	x	8	x
N#Cc1c(-c2ccc(F)cc2)cc(-c2cccs2)nc1SCC(=O)O	102%[activator]	9	4%	0	8%	-7%	12%	19	-9	u
Cc1ccc(OCCNC(=O)CNC(=O)c2ccccc2Cl)cc1	2%	-5	x	0	-15%	-11%	x	x	-10	x
Cc1ccc(C(=O)Nc2ccc(F)c(S(=O)(=O)N3CCOCC3)c2)s1	-6%	1	x	x	27%	-3%	x	x	-6	x
CCOC(CNC(=O)C1CCN(S(=O)(=O)c2ccc3nc4c(c(C(=O)O)c3c2)CC(C)CC4)CC1)OCC (configuration not stated)	4%	4	-1%	-1	-12%	-7%	22%	-4	15	0%
O=C(NCC(c1ccco1)N1CCOCC1)c1ccc([N+](=O)[O-])cc1 (configuration not stated)	1%	-2	-2%	-3	-30%	4%	u	1	9	-1%
COc1ccccc1OCc1ccc(C(=O)N(C)C)o1	3%	-8	x	-1	29%	7%	-5%	3	4	2%
CCc1ccc2oc(C(=O)NC3CCS(=O)(=O)C3)cc(=O)c2c1 (configuration not stated)	-1%	17	7%	-2	-4%	-7%	25%	1	14	3%
O=C(CCOc1ccccc1)Nc1ccc(Br)cc1	-2%	-4	-6%	24	3%	0%	-3%	1	-4	34%[activator]
CC(C)NC(=O)COc1ccc(S(=O)(=O)N(C)Cc2ccccc2)cc1	-2%	5	3%	9	-15%	-8%	-8%	4	1	-8%
O=C1CCCN1C(=O)COc1cc(F)ccc1[N+](=O)[O-]	0%	2	x	0	-22%	2%	x	x	10	x
